Mito fusion act – mitochondrial division inhibition or fusion activation; S. cerevisiae fusion-defective mutant growth rescue, CellTiterGlo 48 h; Potency, µM (top dose mostly 46.1 µM), for inactives: at the highest dose growth rescue (activation), actives largely listed as activators; actives 0.23% (n = 320,000);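 also: potency is read from the fitted curve at half-maximal effect; % of control where 0% means no effect; nearly all actives have a fitted effect of over 45% in size; temperature-sensitive fusion mutants such as fzo1-1 at 37 °C on non-fermentable ethanol glycerol medium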
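Growth-rescue viability read-out: after 48 h at the non-permissive 37C in glycerol/ethanol YPEG, yeast mitochondrial fusion mutants are measured by CellTiterGlo luminescence; compounds (23 nl pinned per well) restoring growth score as division inhibitors or fusion activators.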
uPA generation – blocks generation of uPA at the cell surface; actives 0.31% (n = 330,000); cell surface uPA generation assay, qHTS; Potency, µM (highest dose often 38.3 µM), for inactives: at the highest dose activity change, negative = inhibition, hits mostly inhibitors; active = well fitted inhibition curve with a large enough effect; inconclusive = small, poorly fitted or top-dose-only effect; inactive = no such curve, though single readings can be large or run the other way; tested in mouse RAW 264.7 cells; also: potency is read from the fitted curve at half-maximal effect; % is scaled to controls: 0 for no effect and ±100 for the full control effect; nearly all actives have a fitted effect of over 55% in size
Chronic BCR inh – blocks chronic active B-cell receptor signaling; Potency, µM (top dose mostly 46.1 µM), for the others: at the top dose ratio change, negative = lower green/red ratio, most hits filed as inhibitors; AID 493014; ABC-DLBCL IkBa-CBG/CBR reporter, luminescence ratio, 4 h; actives 0.05% (n = 340,000); active = well fitted inhibition curve with a large enough effect in the signal ratio, with a control signal flat, not every such curve was filed as active; inconclusive = small, poorly fitted or top-dose-only effect, or effect the other way, or a change in a side signal; the % refers to the signal ratio;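 also: potency is read from the fitted curve at half-maximal effect; plate controls were basal doxycycline-induced cells for no effect and cells given 10 µM MG132 for full effect; MG132 reads +100%, hits lower the ratio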
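TMD8 ABC-DLBCL cells carrying doxycycline-inducible green luciferase fused to IkappaBalpha plus unfused red luciferase were exposed to compounds (up to 46 uM) for 4 hrs at 37C. Activity came from the overlap-corrected green/red luminescence ratio.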
Eya2 phos inh – blocks the phosphatase activity of human Eya2; actives 0.006% (n = 330,000); recombinant Eya2, OMFP fluorescence dephosphorylation (OMFP is methylfluorescein phosphate); Potency, µM (highest dose often 76.9 µM), inactives show at the highest dose activity, negative = inhibition, hits mostly inhibitors; O00167; AID 488837; also: potency is read from the fitted curve at half-maximal effect; % is scaled to controls: 0 for no effect and ±100 for the full control effect
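Eya2 protein (added as 0.2 uM solution) was preincubated with compound for 10 min at ambient temperature in 50 mM HEPES pH 7.5, 50 mM NaCl, 5 uM MgCl2, 0.05% BSA, 1 mM DTT. OMFP (added at 50 uM) then reacted 10 min; fluorescence read at 485/525 nm.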
TSHR antagonist – human thyrotropin receptor antagonism | P16473 | TSHR-expressing cells, TSH-stimulated cAMP HTRF, 2 h; stronger effect = lower value | activity change, negative = inhibition, % at 11.5 µM | actives 0.2% (n = 330,000);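 active = activity change below a set negative limit, meaning inhibition stronger than a set level, cut at about -70% in these data; inconclusive = activity change between two set negative limits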; also: % is scaled to controls: 0 for no effect and ±100 for the full control effect
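TSHR-expressing cells, 200/well, pre-treated with compound, then stimulated with EC80 TSH (4nM final) for 2 hours at 37 deg C. cAMP measured by competitive HTRF: anti-cAMP cryptate antibody in lysis buffer plus cAMP-d2, read after 30 minutes at room temperature.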
USP2a inh – blocks human ubiquitin-specific protease USP2a; O75604; USP2 core, Ub-CHOP2 coupled fluorogenic reporter, 485/531; Potency, µM (titrated, usually from 38.3 µM), without a hit: top-dose activity change, negative = inhibition, usual class: inhibitors; actives 0.01% (n = 330,000);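 also: potency is read from the fitted curve at half-maximal effect; plate controls were DMSO wells for no effect and full inhibition by NEM control for full effect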
Target sequence (O75604 whole entry, looked up): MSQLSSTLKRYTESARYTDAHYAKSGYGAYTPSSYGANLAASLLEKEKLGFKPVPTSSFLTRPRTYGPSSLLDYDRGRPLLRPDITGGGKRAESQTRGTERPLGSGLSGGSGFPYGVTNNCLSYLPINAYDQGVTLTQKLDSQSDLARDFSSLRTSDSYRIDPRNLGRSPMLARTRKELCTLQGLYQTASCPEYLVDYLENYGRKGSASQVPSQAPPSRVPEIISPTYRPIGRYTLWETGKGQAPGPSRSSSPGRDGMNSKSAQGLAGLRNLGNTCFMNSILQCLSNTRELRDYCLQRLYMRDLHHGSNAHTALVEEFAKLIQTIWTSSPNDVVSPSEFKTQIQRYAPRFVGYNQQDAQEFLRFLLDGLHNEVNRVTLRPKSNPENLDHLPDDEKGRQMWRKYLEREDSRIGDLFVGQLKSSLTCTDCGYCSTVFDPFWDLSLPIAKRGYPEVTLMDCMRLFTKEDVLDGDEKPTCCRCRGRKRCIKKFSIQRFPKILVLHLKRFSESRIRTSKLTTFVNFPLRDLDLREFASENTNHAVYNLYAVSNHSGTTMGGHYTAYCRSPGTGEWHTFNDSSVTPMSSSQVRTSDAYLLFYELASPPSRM
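Cell-free coupled assay: 10nM USP2 core preincubated 30min RT with compound in Tris-HCl pH 8.0/CaCl2/CHAPS buffer, then 25nM Ub-CHOP2 and 25nM reporter substrate; fluorescence (Ex 485/Em 531) read after 60min RT, normalized to NEM inhibition, concentration-response curves fitted.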
B2AR arrestin – beta2AR (human) beta-arrestin recruitment activity | P07550 | beta-arrestin recruitment to beta2AR, cell-based reporter | Potency, µM (doses to about 46.1 µM), for the others: at the highest dose activation, actives largely listed as activators | actives 0.02% (n = 330,000) | AID 492947;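 also: potency is read from the fitted curve at half-maximal effect; 0% = DMSO controls and full agonism = EC100 isoproterenol or metaproterenol; nearly all actives have a fitted effect of over 65% in size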
ELG1 DNA repair – inhibitors of ELG1-dependent DNA repair in HEK293T cells. Potency, µM (highest dose often 46.1 µM), inactives show at the highest dose activity change, negative = inhibition, actives largely listed as inhibitors. HEK293T ELG1-luciferase reporter, luminescence, 16 h; DNA damage induced by 5-fluorouridine. AID 504467. actives 2.3% (n = 330,000); also: potency is read from the fitted curve at half-maximal effect; % is scaled to controls: 0 for no effect and ±100 for the full control effect; nearly all actives have a fitted effect of over 55% in size
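Cells (2,000 per well) received 5-fluorouridine plus test compound or DMSO and were incubated 16 hr at 37 °C, 5% CO2. Luciferase activity was read by luminescence 30 min after ONE-Glo addition; signal suppression marked inhibition of damage-induced ELG1 function.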
Tb PFK block – blocks T. brucei phosphofructokinase; T. brucei PFK, ADP-Glo luminescence; actives 0.17% (n = 330,000); Potency, µM (series often up to 57.5 µM), for inactives: top-dose activity, negative = inhibition, hits mostly inhibitors; AID 485367; O15648;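 also: potency is read from the fitted curve at half-maximal effect; 0% = uninhibited 1x PFK enzyme wells and -100% = no-enzyme wells; nearly all actives have a fitted effect of over 60% in size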
Target sequence (O15648 whole entry, looked up): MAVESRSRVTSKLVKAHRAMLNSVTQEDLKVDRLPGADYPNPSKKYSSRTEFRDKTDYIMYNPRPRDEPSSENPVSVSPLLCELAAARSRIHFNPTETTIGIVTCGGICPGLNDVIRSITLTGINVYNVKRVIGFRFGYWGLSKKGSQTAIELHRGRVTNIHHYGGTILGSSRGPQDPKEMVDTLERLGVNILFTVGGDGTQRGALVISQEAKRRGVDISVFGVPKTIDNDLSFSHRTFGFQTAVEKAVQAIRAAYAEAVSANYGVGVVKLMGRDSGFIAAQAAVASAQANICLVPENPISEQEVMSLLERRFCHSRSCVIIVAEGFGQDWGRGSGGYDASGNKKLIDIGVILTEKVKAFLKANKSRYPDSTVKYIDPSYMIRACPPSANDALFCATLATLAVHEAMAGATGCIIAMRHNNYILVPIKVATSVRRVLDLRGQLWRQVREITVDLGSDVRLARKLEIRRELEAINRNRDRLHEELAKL
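Luminescent ADP detection (ADP-Glo, two-step: ATP depletion then ADP-to-ATP conversion for luciferase) reported PFK activity after 45 min room-temperature reaction of 1.25 nM enzyme with 0.5 mM F6P and 0.1 mM ATP at pH 8.0.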
TCR activator – activators of T cell receptors; primary human leukocytes, anti-CD3, IL-2 HTRF, 48 h; Potency, µM (top dose mostly 9.22 µM), inactives show top-dose activation of IL-2 secretion, most hits filed as activators; 330,000 tested, under 10 active; also: % of control where 0% means no effect
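Primary human leukocytes receive a-CD3 beads and test compound and are incubated 48 hr. Secreted IL-2 is then assayed by HTRF, measuring 665nm acceptor emission after 320nm excitation of the europium donor.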
TSG101-PTAP inh – blocks PTAP/TSG101 interaction to inhibit HIV-1 budding | Q99816 | Fluorescence polarization, FITC-PTAP peptide / Tsg101 binding | Potency, µM (doses to about 115 µM), for inactives: top-dose activity change, negative = inhibition, actives largely listed as inhibitors | 340,000 tested, under 10 active | AID 493005; active = well fitted inhibition curve with a large enough effect in the main read-out, with a control signal flat, not every such curve was filed as active; inconclusive = small, poorly fitted or top-dose-only effect, or effect the other way, or a change in a side signal; inactive = no such curve, though single readings can be large or run the other way; also: potency is read from the fitted curve at half-maximal effect; % of control where 0% means no effect
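FP read-out: FITC-PTAP peptide, 50 nM final, binding Tsg101 binding domain, 10 uM final; 20 min, r.t.; 10 mM HEPES pH 7.5, 0.15 M NaCl, 0.01% Tween 20, 3 mM EDTA, 0.1 mM TCEP.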
* hit, by the source's call; ? = inconclusive; . = not tested or not shown; & = joins results of further samples; [ ] = remark or other dose. Unless noted, calls follow the shape of the dose curve; as a rule, active = well fitted curve in the direction sought with a large enough effect; inconclusive = small, poorly fitted or top-dose-only effect, or another doubt; inactive = no such curve, though single readings can be large; an effect the other way counts as inactive or inconclusive.

mol	Mito fusion act	uPA generation	Chronic BCR inh	Eya2 phos inh	TSHR antagonist	USP2a inh	B2AR arrestin	ELG1 DNA repair	Tb PFK block	TCR activator	TSG101-PTAP inh
CCCC(O)(CCN1CCOCC1)c1ccc(Br)cc1 (configuration not stated)	-6%	-1%	0%	1%	0	1%	-0.7%	-1%	1%	0%	-6%
COc1ccccc1CCN1CCCC(CN(C)C(=O)c2ccc3nc[nH]c3c2)C1 (configuration not stated)	-1%	13%	1%	-2%	16	2%	-0.5%	1%	3%	-1%	-1%
Cc1ccc(N/C(N)=N/c2nc(C)cc(N3CCCCC3)n2)c(C)c1	-7%	-15%	-11%	-27%	18	0%	0.1%	16µM*	-2%	5%	0%
O=C(Nc1cccc(-c2nn[nH]n2)c1)c1ccc(Cl)s1	-1%	32%[activator]	?	10%	-14	-28%	0.3%	-3%	-8%	-10%	-3%
Cc1ccc(C(=O)Nc2cc(Cl)ccc2Oc2ccccc2)cc1[N+](=O)[O-]	-2%	-2%	7%	-11%	-10	5%	-0.4%	-15%	1%	0%[46.1 µM]	2%
NCCCCCc1nnc(SC/C=C/c2ccccc2)o1	12%	-3%	?	0%	-3	1%	-0.4%	12%	-1%	1%	-3%
CC1CC(=O)Nc2ccccc2N1C(=O)CSc1ccc2ccccc2n1 (configuration not stated)	.	0%	3%	0%	.	4%	-3.7%	-6%	-6%	-9%	0%
CC(C)(C)CC(=O)O/N=C(\N)c1ccccn1	2%	-6%	?	-3%	21	0%	0.2%	?	-7%	-2%[46.1 µM]	-3%
Cc1cc(-c2ccc(C)c(S(=O)(=O)N3CCN(c4ccccn4)CC3)c2)on1	26%	4%	7%	-2%	-43	-2%	-0.8%	?	0%	-4%	2%
O=C(O)c1ccc(CSc2nnc(-c3ccccc3Cl)n2-c2ccccc2)cc1	-7%	2%	6%	-16%	2	0%	-1.0%	-2%	-2%	-1%	-1%
CCN(CC)CCn1c(=S)[nH]c2ncccc2c1=O	-4%	-1%	?	-19%	3	9%	0.1%	0%	1%	-3%	-1%
O=C(Nc1cnccn1)Nc1cccc(Cl)c1Cl	-7%	-6%	9%	4%	19	-7%	0.3%	-11%	-2%	-4%	-1%
Cc1nn(C)c(Cl)c1CN1CCC(Oc2ccc(C(=O)N3CCCC3)cc2)CC1	3%	-6%	1%	-3%	35	2%	0.1%	4%	5%	0%	.
COc1ccc(CC(=O)c2ccc(OC3OC(CO)C(O)C(O)C3O)cc2O)cc1 (configuration not stated)	7%	6%	?	-1%	-3	-2%	0.4%	?	0%	0%	-5%
Cc1c(NC(=O)CSc2nnc(-c3ccncc3)o2)c(=O)n(-c2ccccc2)n1C	-2%	3%	?	4%	3	0%	0.3%	5%	5%	2%	0%
CCn1c(CNC(=O)c2ccc(Cl)cc2)nnc1SCC(=O)NC1=NCCS1	-27%	3%	12%	1%	0	1%	0.1%	-2%	-1%	1%	1%
O=C(Cn1cnc2c(NCc3ccccc3)ncnc21)NCc1ccccn1	.	5%	3%	7%	5	2%	-0.1%	17%	0%	-2%[46.1 µM]	-9%
CCc1c(C)sc(NC(=O)c2cccs2)c1C(N)=O	4%	-29%	?	4%	7	-2%	-0.9%	?	?	.	-2%
CCCN(C(=O)c1cccc(S(=O)(=O)N2CCN(C)CC2)c1)c1c(N)n(Cc2ccccc2)c(=O)[nH]c1=O	-1%	3%	1%	-3%	5	2%	-0.1%	7%	-1%	-52%	-2%
Cc1ccc(-c2cn(-c3ccccc3)c3[n+]2CCCS3)cc1	7%&1%	?	-21%&-1%	8%&-6%	-17&-2	3%&3%	0.2%&-0.5%	?	4%&2%	-1%	0%&-1%
Cc1cccc(C(=O)N[C@H](C(=O)Nc2nccs2)C(C)C)c1	-1%	5%	-30%	-10%	25	3%	-0.2%	-6%	-7%	3%[46.1 µM]	-1%
Cc1ccc(OCC(=O)N2CCN(C(=O)Cc3ccccc3)CC2)cc1	1%	2%	1%	-20%	2	0%	-0.3%	-6%	0%	1%	0%
O=C(CN1CCN(c2ccccc2O)CC1)NC(=O)NCc1ccccc1	2%	10%	2%	12%	3	1%	0.4%	-4%	0%	.	-1%
CCN(CC(=O)Nc1ccc(OC)cc1)C(=O)c1ccc2c(c1)NC(=O)CS2	-4%	1%	11%	-42%	-6	2%	0.7%	6%	0%	8%	-2%
Cc1cc(C)c(C)c(OCC(=O)NCCN(C)C)c1	-5%	-3%	1%	6%	-2	2%	0.0%	-2%	-14%	-1%	1%
CCC1CCCCN1CCCn1c(=S)[nH]c2ccccc2c1=O (configuration not stated)	-4%	3%	-2%	-1%	10	1%	-0.9%	7%	-2%	-14%	-3%
COc1cc(C(=O)NC(=S)Nc2nc(-c3ccc(F)cc3)cs2)cc(OC)c1OC	2%	-2%	?	-9%	-9	2%	0.7%	10%	1%	9%	1%
COC(=O)Nc1ccc(SCC(=O)c2cccc([N+](=O)[O-])c2)cc1	19%	?	?	-7%	-3	3%	-0.9%	1%	-25%	9%	-4%
Cc1noc(C)c1COc1ccccc1C(=O)NCc1ccco1	0%	-15%	-6%	16%	3	2%	-0.3%	?	-4%	.	-3%
COc1ccc(-n2cnc3c(cnn3CCC#N)c2=N)cc1	0%	-3%	3%	-1%[15.4 µM]	11	1%	0.1%	44%	3%	4%	-4%

An excerpt of these results, with values under each structure:
Below each compound: Mito fusion act, uPA generation, Chronic BCR inh, Eya2 phos inh, TSHR antagonist, USP2a inh, B2AR arrestin, ELG1 DNA repair, Tb PFK block, TCR activator, TSG101-PTAP inh
- COc1cc(C(=O)NC(=S)Nc2nc(-c3ccc(F)cc3)cs2)cc(OC)c1OC
 : 2%, -2%, ?, -9%, -9, 2%, 0.7%, 10%, 1%, 9%, 1%
- COc1ccccc1CCN1CCCC(CN(C)C(=O)c2ccc3nc[nH]c3c2)C1 (configuration not stated)
 : -1%, 13%, 1%, -2%, 16, 2%, -0.5%, 1%, 3%, -1%, -1%

More results.
mol	Mito fusion act	uPA generation	Chronic BCR inh	Eya2 phos inh	TSHR antagonist	USP2a inh	B2AR arrestin	ELG1 DNA repair	Tb PFK block	TCR activator	TSG101-PTAP inh
COc1ccc(Br)c(C(=O)NCCC(C)C)c1	-4%	1%	-1%	-1%	2	-7%	0.2%	-1%	-1%	-15%[46.1 µM]	-1%
O=C(O)c1ccc(NC(=O)c2cccc(C(=O)Nc3ccc(C(=O)O)cc3)c2)cc1	-5%	4%	-3%	-12%	6	2%	-0.8%	13%	10%	-6%	-2%
CC1CN(CCn2cnc3c(N)ncnc32)CC(C)O1 (configuration not stated)	0%	-1%	-10%	-4%	2	2%	-0.4%	-10%	6%	-5%	0%
Cn1c(C(=O)NCc2ccccn2)cc2c(=O)n3ccccc3nc21	-3%	-14%	8%	-7%	-13	1%	-0.4%	?	-1%	10%[46.1 µM]	-10%
COc1ccccc1CNC(=O)C1CCC(CNS(=O)(=O)c2cccc3cccnc23)CC1 (configuration not stated)	1%	-1%	-1%	7%	-6	4%	0.2%	?	0%	6%	1%
COc1ccccc1C(=O)c1cc2ccc(O)cc2oc1=O	1%	4%	?	14%	-35	2%	0.3%	?	-3%	5%	1%
CCOc1ccsc1C(=O)OC	1%	3%	0%	5%	12	-1%	5.4%	1%	5%	-5%	1%
O=C(N/N=C/c1cccnc1)c1cccc(S(=O)(=O)N2CCCC2)c1	-2%	2%	1%	4%	8	1%	-0.3%	1%	0%	3%	-2%
O=C(c1ccccc1)c1ccc(OCC(=O)N2CCOCC2)cc1	4%	5%	?	1%	13	9%	0.1%	-11%	2%	-1%	0%
O=C(Cc1ccccc1)NCC(=O)Nc1cccc(Br)c1	6%	0%	?	1%	29	-1%	0.2%	-13%	?	2%	0%

Compound activity from PubChem BioAssay.

Hits appear at their usual frequency. About 3% of those tested had a hit in this group.
